Anthrax LF inh2 – blocks Bacillus anthracis lethal factor protease; multiplex microsphere protease cleavage assay, LF; hit rate 0.12% among 360,000; inhibition, % at 10 µM; P15917; further: plate controls were buffer without enzyme for full effect and enzyme alone for no effect
Target sequence (P15917 whole entry, looked up): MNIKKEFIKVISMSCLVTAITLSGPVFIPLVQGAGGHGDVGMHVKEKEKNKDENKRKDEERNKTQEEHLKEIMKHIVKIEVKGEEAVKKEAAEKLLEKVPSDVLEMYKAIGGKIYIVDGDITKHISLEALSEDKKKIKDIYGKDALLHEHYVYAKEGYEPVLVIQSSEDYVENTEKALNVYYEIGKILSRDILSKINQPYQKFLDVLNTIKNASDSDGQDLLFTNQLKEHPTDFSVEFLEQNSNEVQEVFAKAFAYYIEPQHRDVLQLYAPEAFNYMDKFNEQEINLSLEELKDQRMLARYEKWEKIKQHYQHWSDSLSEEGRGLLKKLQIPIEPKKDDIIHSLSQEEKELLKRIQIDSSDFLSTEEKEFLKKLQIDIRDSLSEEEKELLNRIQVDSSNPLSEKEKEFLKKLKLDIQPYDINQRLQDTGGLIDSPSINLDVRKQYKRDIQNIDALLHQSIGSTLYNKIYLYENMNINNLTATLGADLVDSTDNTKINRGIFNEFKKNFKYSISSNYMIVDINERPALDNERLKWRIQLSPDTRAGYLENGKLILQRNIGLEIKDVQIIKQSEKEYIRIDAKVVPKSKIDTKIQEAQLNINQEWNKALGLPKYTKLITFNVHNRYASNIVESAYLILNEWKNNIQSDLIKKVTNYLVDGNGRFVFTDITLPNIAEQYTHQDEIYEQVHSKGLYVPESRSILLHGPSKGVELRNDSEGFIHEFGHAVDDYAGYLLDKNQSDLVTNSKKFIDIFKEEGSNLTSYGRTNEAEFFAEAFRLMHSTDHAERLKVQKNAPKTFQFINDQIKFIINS
BoNT-F LC inh – blocks Botulinum neurotoxin F light chain protease; Multiplex microsphere protease cleavage assay, flow cytometry; inhibition, % at 10 µM; hit rate 0.22% among 360,000; in the data active means inhibition above about 35%, passing the limit was not always enough; further: plate controls were buffer without enzyme for full effect and enzyme alone for no effect
BoNT-A LC inh2 – inhibitors of Botulinum neurotoxin A light chain protease. AID 588499. hit rate 0.17% among 360,000. inhibition, % at 10 µM. multiplex microsphere protease substrate cleavage, flow cytometry; further: plate controls were buffer without enzyme for full effect and enzyme alone for no effect
An asterisk follows results filed as active. Unless noted, no stated cut-off is given here; in the data, active means inhibition above about 30%; inconclusive means no clear call, values can overlap the other calls; inactive means below that. A portion of the library. The share of hits here may be higher or lower than overall.

Below each SMILES: BoNT-F LC inh	Anthrax LF inh2	BoNT-A LC inh2
[1] CCCCCCN1CCN(C2CN(Cc3cn(Cc4cccc(C(F)(F)F)c4)nn3)S(=O)(=O)C2)CC1 (centres undefined)
→ 4	2	0.6
[2] Cc1cccc(C)c1-n1nnnc1C1c2ccccc2C(=O)N1CCCn1ccnc1 (centres undefined)
→ 0	2	0.0
[3] O=C1NC[C@H](Cc2ccc(O)cc2)N(C[C@@H]2CCCN2C[C@H](Cc2ccc(O)cc2)N2C[C@H](Cc3ccccc3)N(CC3CCCCC3)C(=O)C2=O)C1=O
→ 7	2	-0.4
[4] COC(=O)[C@@]1(C(C)C)N=C(c2cc(OC)c(OC)c(OC)c2)[C@]2(O1)C(=O)N(C)c1ccccc12
→ 4	-15	-1.3
[5] O=C1Nc2ccccc2NC(c2ccc3c(c2)OCO3)=C1N(Cc1ccc(F)cc1)C(=O)c1ccco1
→ -1	0	-0.4
[6] Nc1nc2ccccc2cc1C(=O)NCc1ccc(Cl)cc1Cl
→ -12	-2	-0.4
[7] CC(C)C[C@H]1CN([C@@H](CC(C)C)CN2CCC[C@H]2CN2C(=O)C(=O)NC[C@@H]2Cc2ccc(O)cc2)C(=O)C(=O)N1CC1CCCCC1
→ -13	-8	-0.4
[8] COc1ccc(-c2oc3c(c2C(=O)OCCO)C(OCCO)CCC3)cc1 (centres undefined)
→ -8	-2	-1.0
[9] O=S1(=O)N[C@H](Cc2ccccc2)COc2cccc(N3CCN(Cc4ccccc4F)CC3)c21
→ -2	-11	0.8
[10] O=C1C(=Cc2ccc(F)cc2)CCc2ccccc21
→ -8	2	-0.8
[11] CCOc1ccccc1-c1ccc(C(=O)NCc2ccc(Cl)cc2)o1
→ -2	-9	0.5
[12] CCCCCc1c(-c2ccc(F)cc2F)ncn1CCc1ccccc1OC
→ -13	-2	-0.6
[13] CC[C@H](CO)Oc1cc(NCc2cccc(N)c2)c2ncn(C(C)C)c2c1
→ -17	-12	0.0
[14] O=C1NC[C@H](CCCCN2CCN(Cc3ccccc3)C(=O)C2=O)N(CCc2ccccc2)C1=O
→ -6	-3	0.5
[15] COc1ccccc1Cc1c(-c2ccc(C)cc2)nc2cc(C)c(Br)c(C)n12
→ -2	4	1.8
[16] COC(=O)[C@@]1(Cc2ccc(F)cc2)[C@H]2c3cc(C(=O)N4CCCC4)n(Cc4ccccc4)c3C[C@H]2CN1C(=O)c1ccccc1
→ -1	-3	0.0
[17] Cc1cccc(COC[C@H](CC(C)C)N2CCN(C(=O)c3ccc(C(F)(F)F)cc3)CCC2=O)c1
→ -2	-11	-0.3
[18] CC(C)C[C@H]1CN(CCCC[C@H]2CNC(=O)C(=O)N2Cc2ccccc2)C(=O)C(=O)N1CCc1ccccc1
→ -2	-12	-0.4
[19] CCOC(=O)[C@]12CCC=C1N(Cc1cccc3ccccc13)C(=O)[C@H](CC(=O)NCCCOC)C2
→ 2	-5	-0.1
[20] CCCCc1c(-c2cccc(F)c2)ncn1CCc1ccccc1OC
→ -8	-1	-0.2

Random excerpt: 2 entries already listed.
Below each SMILES: BoNT-F LC inh	Anthrax LF inh2	BoNT-A LC inh2
[18] CC(C)C[C@H]1CN(CCCC[C@H]2CNC(=O)C(=O)N2Cc2ccccc2)C(=O)C(=O)N1CCc1ccccc1
→ -2	-12	-0.4
[4] COC(=O)[C@@]1(C(C)C)N=C(c2cc(OC)c(OC)c(OC)c2)[C@]2(O1)C(=O)N(C)c1ccccc12
→ 4	-15	-1.3

New compounds follow.
Below each SMILES: BoNT-F LC inh	Anthrax LF inh2	BoNT-A LC inh2
[21] CCOC(=O)c1cc2cc(OC)ccc2n1C1CCN(Cc2ccccc2)CC1
→ -9	3	0.1
[22] CC(C)NC(=O)N1Cc2cc(C(=O)NC3CCC3)nc(-c3cccc(-c4cncnc4)c3)c2[C@H]1CCO
→ -6	3	0.1
[23] CC(C)N1CC(=O)N2CSCC2C1=O (centres undefined)
→ -5	-2	0.0
[24] Cc1cc(C)n2c(Nc3ccc4c(c3)OCCO4)c(-c3cc4ccccc4o3)nc2n1
→ 0	8	0.0
[25] COc1ccc(OC)c(CN2C(=O)c3ccccc3C2c2nnnn2C(C)C)c1 (centres undefined)
→ -8	2	-0.5
[26] CCCCn1nnnc1C(c1ccccc1)N1CCN(c2ccc(C)cc2)CC1 (centres undefined)
→ -1	-3	-1.5
[27] CN(C)C1CN(Cc2cn(Cc3ccc(Cl)cc3)nn2)S(=O)(=O)C1 (centres undefined)
→ -3	-6	-0.5
[28] CN(C)CCN1CCN(C2CN(Cc3cn(Cc4ccccc4)nn3)S(=O)(=O)C2)CC1 (centres undefined)
→ -9	-3	0.1
[29] COC(=O)[C@]12CCCCC=C1N(Cc1cccc3ccccc13)C(=O)[C@H](CC(=O)N1CCC(c3ccccc3)CC1)C2
→ 6	-8	-1.2
[30] COCCCNC(=O)C[C@@H]1C[C@@]2(C(=O)OC)CCCCC=C2N(Cc2ccco2)C1=O
→ 6	-11	0.5
[31] COc1cc2[nH]c(C)c(-c3ccccc3)c(=O)c2cc1Cl
→ 4	-14	0.6
[32] O=C(NC1CCCC1)C1c2ccccc2OCC(=O)N1Cc1ccc2c(c1)OCO2 (centres undefined)
→ -7	-13	-1.7
[33] Cc1ccc(CN2C(=O)c3ccccc3C2c2nnnn2-c2c(C)cccc2C)cc1 (centres undefined)
→ -4	-5	0.0
[34] COc1cc(-c2c(CCO)sc3ccccc23)cc(OC)c1OC
→ 21	-4	0.8
[35] CCC1OC(C(C)C)Cc2[nH][nH]c(=O)c21 (centres undefined)
→ -7	8	-0.2
[36] COc1ccc([C@H]2CC(=O)C[C@@H](CCn3cc(-c4ccccc4)nn3)O2)cc1
→ -4	-1	-1.0
[37] CC(C)C[C@H]1COc2cccc(N3CCN(Cc4ccccc4F)CC3)c2S(=O)(=O)N1
→ -1	4	0.8
[38] COCCN1C(=O)COc2ccccc2C1C(=O)NC1CCCC1 (centres undefined)
→ -2	-7	0.4
[39] O=C1c2ccccc2C(c2nnnn2Cc2ccccc2)N1Cc1ccc(F)cc1 (centres undefined)
→ 1	1	0.1
[40] O=C(NCCN1CCC(n2c(=O)[nH]c3ccccc32)CC1)c1ccc(C(F)(F)F)cc1C(F)(F)F
→ -9	-5	0.1
[41] CCCCCCN1CCN(C2CN(Cc3cn(Cc4ccc(F)cc4)nn3)S(=O)(=O)C2)CC1 (centres undefined)
→ -5	-12	-0.4
[42] COC(=O)Cn1c2ccccc2c(=O)n1C(C)CBr (centres undefined)
→ -3	-7	-0.2
[43] CCCCC[C@H](C)N1C[C@H](COCc2ccccc2)Oc2cc(N3CCC[C@H]3COC)ccc2S1(=O)=O
→ -2	0	-0.2
[44] Oc1ccc(C[C@H]2CN([C@@H](Cc3ccccc3)CN3CCCC3CN3C(=S)NC[C@@H]3Cc3ccccc3)C(=S)N2CC2CCCCC2)cc1 (some centres undefined)
→ -7	-8	-0.3
[45] CCOC(=O)[C@]12CCC=C1N(Cc1cccc3ccccc13)C(=O)[C@H](CC(=O)N1CCN(C(=O)c3ccco3)CC1)C2
→ 9	-9	-0.1
[46] CC(C)C[C@H]1CN(CCCC[C@H]2CNC(=O)C(=O)N2CC2CCCCC2)C(=O)C(=O)N1CC1CCCCC1
→ 14	-12	0.8
[47] CCCCC1Cc2[nH]c(=S)[nH]c(=O)c2C(C(C)C)O1 (centres undefined)
→ -4	-13	-0.9
[48] CCOC(=O)C1=NOC2(C1)C(=O)Nc1ccc(OC(F)(F)F)cc12 (centres undefined)
→ -8	-6	0.2
[49] O=C1NC[C@@H](CCCCN2C[C@H](Cc3ccc(O)cc3)N(CCc3ccccc3)C(=O)C2=O)N(CC2CCCCC2)C1=O
→ 7	-1	0.2
[50] CCCCCCSc1ccc(-c2nc3ccc(C)cn3c2NCCCC)cc1OC
→ -25	-5	-0.7

The closing four entries of the part before are carried over, then new ones follow:
Below each SMILES: BoNT-F LC inh	Anthrax LF inh2	BoNT-A LC inh2
[47] CCCCC1Cc2[nH]c(=S)[nH]c(=O)c2C(C(C)C)O1 (centres undefined)
→ -4	-13	-0.9
[48] CCOC(=O)C1=NOC2(C1)C(=O)Nc1ccc(OC(F)(F)F)cc12 (centres undefined)
→ -8	-6	0.2
[49] O=C1NC[C@@H](CCCCN2C[C@H](Cc3ccc(O)cc3)N(CCc3ccccc3)C(=O)C2=O)N(CC2CCCCC2)C1=O
→ 7	-1	0.2
[50] CCCCCCSc1ccc(-c2nc3ccc(C)cn3c2NCCCC)cc1OC
→ -25	-5	-0.7
[51] CCCCCCn1cc(CN2CC(N3CCN(Cc4cccc(C)c4)CC3)CS2(=O)=O)nn1 (centres undefined)
→ -7	-10	0.4
[52] CCOC(=O)[C@]12CCC=C1N(Cc1ccco1)C(=O)[C@H](CC(=O)NCc1cccc3ccccc13)C2
→ -6	-8	-0.5
[53] CCCCn1nnnc1C1(C)CCC(=O)N1Cc1cc(OC)ccc1OC (centres undefined)
→ -4	-10	0.2
[54] CN(CCO)c1ccc2c(c1)OC[C@@H](Cc1ccccc1)NS2(=O)=O
→ -5	-5	0.7
[55] O=c1[nH][nH]c2c1[C@H](c1ccc(F)cc1)O[C@H](CCc1ccccc1)C2
→ -8	1	-0.7
[56] O=C(NCc1ccccc1)C1c2ccccc2OCC(=O)N1Cc1cccnc1 (centres undefined)
→ -2	-7	-0.6
[57] O=C(Nc1cc(C(F)(F)F)cc(C(F)(F)F)c1)O[C@@H]1c2ccccc2[C@@H]2Cc3csc[n+]3[C@H]12
→ -9	-2	0.5
[58] CC12Nc3ccccc3C(=O)N1Cc1cnnn1-c1ccccc12 (centres undefined)
→ 5	7	0.3
[59] O=C(NC1CCCC1)C1c2ccccc2OCC(=O)N1Cc1cccnc1 (centres undefined)
→ 4	-1	-0.1
[60] O=C1O[C@@H](c2ccccc2)C[C@@H](O)[C@H](O)CCCc2ccccc21
→ 6	6	0.9
[61] Cc1nc(NC(=O)C(C)(C)C)sc1C(=O)Cn1cc(-c2ccc(C(C)(C)C)cc2)nn1
→ -7	-4	-0.3
[62] CC(C)C[C@H]1CN([C@@H](CC(C)C)CN2CCCC2CN2C(=S)NC[C@@H]2Cc2ccccc2)C(=S)N1CCc1ccccc1 (some centres undefined)
→ -11	-9	-0.3
[63] CC1(c2nnnn2Cc2ccccc2)CCC(=O)N1c1ccc(N2CCOCC2)cc1 (centres undefined)
→ -54	-25	1.5
[64] CCCCN1C(=O)C(CC(=O)NC2CCCC2)CC(C(=O)N2CCCCCC2)=C1C (centres undefined)
→ 6	1	-0.4
[65] COc1cccc(-c2oc3c(c2C(=O)OCCN(C)C)C(O)CCC3)c1 (centres undefined)
→ 3	-12	0.2
[66] CC1(C)OC(=O)C2=C(C[C@@H](C3CCCC3)O[C@@H]2c2ccc(Cl)cc2)O1
→ 1	2	0.5
[67] Nc1[nH]c(C(=O)c2ccccc2)c(-c2ccncc2)c1C(=O)NCc1cccc2ccccc12
→ -12	-15	-1.2
[68] Cc1cc2nc(-c3nnnn3Cc3ccccc3)c(=O)[nH]c2cc1C
→ 13	5	7.6
[69] COc1cc(OC)c(C2C=CC(=O)CC2)c(OC)c1 (centres undefined)
→ 0	-2	-1.5
[70] COc1ccccc1-c1ncn(Cc2cccc(-c3ccccc3)c2)c1CC(C)C
→ -9	-11	-0.7
[71] CCOc1ccc(CCN2C(=O)C(=O)N([C@@H](CC(C)C)CN3CCC[C@H]3CN3C(=O)C(=O)NC[C@@H]3Cc3ccc(O)cc3)C[C@@H]2CC(C)C)cc1
→ -6	-6	0.3
[72] COC(=O)[C@@]1(Cc2ccc(F)cc2)[C@H]2c3cc(C(=O)N4CCCC4)n(Cc4cc(C)n(C)n4)c3C[C@H]2CN1C(=O)c1ccccc1
→ 0	-4	-0.2
[73] COC(=O)[C@@]1(Cc2ccc(F)cc2)[C@H]2c3cc(C(=O)N4CCCC4)n(Cc4ccc(Cl)c(C(F)(F)F)c4)c3C[C@H]2CN1C(=O)c1ccccc1
→ -5	-1	-0.6
[74] CCCCN1C(=O)C(CC(=O)NC2CCCCC2)CC(C(=O)N2CCCCCC2)=C1C (centres undefined)
→ -14	6	-0.2
[75] Cc1ccc2nc(-c3ccc(C#N)cc3)c(Cc3ccccc3)n2c1
→ 4	-4	1.1
[76] CC(NC(=O)c1c(N)[nH]c(C(=O)c2ccccc2)c1-c1ccccc1Br)c1cccc2ccccc12 (centres undefined)
→ -10	0	-0.2
[77] COC(=O)[C@]12CCCCC=C1N(Cc1ccc(Cl)cc1Cl)C(=O)[C@H](CC(=O)NCC13CC4CC(CC(C4)C1)C3)C2
→ -1	-1	-0.3
[78] COc1ccc(-n2nnnc2C2c3ccccc3C(=O)N2C2CCN(Cc3ccccc3)CC2)cc1 (centres undefined)
→ -12	4	-0.3
[79] CCCN(C)C1CN(Cc2cn(Cc3ccc(C)cc3)nn2)S(=O)(=O)C1 (centres undefined)
→ -4	-3	-0.6
[80] O=c1[nH]c2ccccc2n1C1CCN(Cc2ccc(-c3[nH]c4cc5ncnc5cc4nc3-c3ccccc3)cc2)CC1
→ 4	0	3.4
[81] CCOC(=O)[C@]12CCC=C1N(CCC1=CCCCC1)C(=O)[C@H](CC(=O)NCCC(C)C)C2
→ 1	2	0.7
[82] O=C1NC[C@@H](CCCCN2C[C@H](Cc3ccccc3)N(CCc3ccccc3)C(=O)C2=O)N(Cc2ccccc2)C1=O
→ -7	-10	-0.4
[83] CCCc1nc2cc(C)c(Br)c(C)n2c1Cc1ccccc1OC
→ 0	8	-0.6
[84] COc1cc(OC)cc(C2=Cc3ccc(OC)cc3C(CC(C)=O)N2c2ccc(C#CC3(O)CCCCC3)cc2)c1 (centres undefined)
→ 0	-7	2.4
[85] COC(=O)Cn1c2ccccc2c(=O)n1C(C)C
→ -3	-8	0.0
